From PubChem
GPR151 ag: activators of human GPR151; 1% of 650,000 active; Q8TDV0; activation, % at 11.2 µM; PathHunter beta-arrestin GPR151 cells, luminescence; in the data active = activation above about 4.9%;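 note: 0% = median of compound wells and 100% = cells with positive control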
Target sequence (Q8TDV0 whole entry, looked up): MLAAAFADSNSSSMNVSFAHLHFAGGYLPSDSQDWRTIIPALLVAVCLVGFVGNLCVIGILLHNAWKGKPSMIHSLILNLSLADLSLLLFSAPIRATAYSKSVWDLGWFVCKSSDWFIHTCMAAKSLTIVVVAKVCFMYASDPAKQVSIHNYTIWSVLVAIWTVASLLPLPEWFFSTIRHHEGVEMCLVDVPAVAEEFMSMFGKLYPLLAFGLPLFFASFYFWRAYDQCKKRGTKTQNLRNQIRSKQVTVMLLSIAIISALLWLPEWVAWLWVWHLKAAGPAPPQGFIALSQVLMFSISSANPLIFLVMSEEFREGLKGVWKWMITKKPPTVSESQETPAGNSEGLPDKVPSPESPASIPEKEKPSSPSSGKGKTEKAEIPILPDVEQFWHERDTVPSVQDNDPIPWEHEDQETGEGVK
FBW7 activator: human FBW7 E3 ligase activation, primary screen; Q969H0; AlphaScreen FBW7–phospho-cyclin E peptide binding, activator screen; normalized activity (activation), % at 26.1 µM; 0.13% of 650,000 active; in the data active = normalized activity above about 1.9%;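 note: purified mutant Fbw7 with reduced substrate affinity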
TEAD-YAP block: TEAD-YAP interaction inhibition; HEK-TIYL cells, TEAD-Gal4/YAP UAS-luciferase luminescence; inhibition, % at 9.12 µM; 1.4% of 640,000 active; AID 1259422; in the data active = inhibition above about 32%;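 note: 0% = median of test compound wells and 100% = reference inhibitor wells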
MITF primary: human MITF inhibition, primary screen. 0.91% of 650,000 active. AlphaScreen MITF homodimerization, bead proximity signal. O75030. AID 1259374. inhibition, % at 2.6 µM; in the data active = inhibition above about 50%;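 note: 0% = vehicle wells with protein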
Target sequence (O75030 whole entry, looked up): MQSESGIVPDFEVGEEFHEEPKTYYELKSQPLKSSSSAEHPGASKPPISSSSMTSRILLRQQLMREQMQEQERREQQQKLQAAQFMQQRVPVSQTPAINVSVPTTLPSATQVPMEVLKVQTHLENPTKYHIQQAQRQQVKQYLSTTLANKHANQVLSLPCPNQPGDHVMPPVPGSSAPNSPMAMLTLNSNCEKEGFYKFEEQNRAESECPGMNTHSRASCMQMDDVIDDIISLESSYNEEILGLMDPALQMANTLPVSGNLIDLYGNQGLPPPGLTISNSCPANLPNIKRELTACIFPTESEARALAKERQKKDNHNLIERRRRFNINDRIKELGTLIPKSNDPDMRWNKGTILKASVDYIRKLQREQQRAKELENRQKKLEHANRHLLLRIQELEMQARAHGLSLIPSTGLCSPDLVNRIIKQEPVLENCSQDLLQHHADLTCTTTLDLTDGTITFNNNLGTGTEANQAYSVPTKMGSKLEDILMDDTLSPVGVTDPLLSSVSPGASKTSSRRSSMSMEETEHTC
The depositor's hits bear a star; & = joins results of further samples.

canonical_smiles | GPR151 ag | FBW7 activator | TEAD-YAP block | MITF primary
O=C(CSc1ncccn1)NC1CC2CCC1C2 (configuration not stated) | -0.3 | 0.0 | 4 | -16
COc1ccc(-c2nnc3s/c(=C\c4ccco4)c(=O)n23)cc1OC | -0.9 | -0.1 | 1 | 36
CC(=O)Nc1ccc(Oc2ccc3c(c2)C(=O)N(c2ccccc2)C3=O)cc1 | -0.6 | -0.1 | -11 | -2
Cc1ccc(N2C(=O)SC(Nc3ccc(Cl)cc3)C2=O)cc1 (configuration not stated) | 1.7 | 0.0 | -3 | 6
O=C(OCN1C(=O)c2ccccc2C1=O)c1ccc2c(c1)S(=O)(=O)c1ccccc1C2=O | -2.3 | 0.4 | 16 | 7
CC(=O)N(C)c1ccc(OCC(O)CN2CCN(C)CC2)cc1 (configuration not stated) | -1.7 | -0.1 | -3 | 60*
CCC(C)C(=O)Nc1ccc(Cl)cc1 (configuration not stated) | -1.6 | 1.6 | 6 | 5
CC[C@H](C)[C@@H]1NC(=O)[C@@H]2C[C@H](NCc3ccc(Cl)s3)CN2C1=O | 0.6 | 0.2 | 4 | -22
COc1ccc2c(C)cc(SC3CCOC3=O)nc2c1 (configuration not stated) | 0.3 | 0.0 | 5 | 3
COc1ccc(-c2ncc(C(=O)Nc3ccc(Oc4ccccc4)cc3)s2)cn1 | -1.4 | 0.1 | 8 | -3
COc1ccc(N2CCN(C(=O)C(C)N(c3cc(C)cc(C)c3)S(C)(=O)=O)CC2)cc1 (configuration not stated) | 0.2 | -0.4 | 5 | -3
O=C(CN1C(=O)[C@@H]2CCCN2C(=O)c2ccccc21)NC1CCCC1 | 1.3 | 0.1 | -26 | -23
CCOC(=O)c1c(NC(=O)c2cc3n(n2)C(C(F)(F)F)CC(c2ccc(OC)cc2)N3)sc2c1CCCC2 (configuration not stated) | -0.2 | -0.1 | 6 | 28
CC(=O)N1CCc2cc(S(=O)(=O)N3CCc4ccccc4C3)ccc21 | -0.2 | -0.2 | -2 | -14
Cc1oc(-c2ccc(Cl)cc2)nc1CS(=O)CC(=O)NCCN1CCCCCC1 (configuration not stated) | 2.4 | 0.0 | -6 | -9
COc1ccc(NC(=O)c2cccc(N3C(=O)c4ccccc4C3=O)c2)c([N+](=O)[O-])c1 | 2.7 | 0.2 | 2 | -20
CC(C)n1cnc2c(NCCc3ccc(O)cc3)nc(Nc3ccc(-n4ccnc4)cc3)nc21 | -1.6 | -0.1 | 32 | -5
CCn1c2ccccc2n2c(=O)n(CC(=O)NC(C)C)nc12 | -0.1 | 0.0 | 1 | 11
Cc1cc(O)c(C(=O)/C=C/c2ccccc2)c(=O)o1 | 0.2 | 0.0 | -18 | 17
COc1ccc(-c2onc(C)c2Oc2cnn(-c3ccccc3)c2)c(O)c1 | 0.4 | 0.0 | 4 | 35
O=C(N/N=C/c1cccc([N+](=O)[O-])c1)c1n[nH]c2c1CCC2 | -0.9 | 0.1 | 2 | 1
CCc1ccc(NC(=O)C23CCC(C2)C(C)(C)C3=O)cc1 (configuration not stated) | -1.1 | 0.0 | -54 | -4
COc1cccc(/C=N/NC(=O)CSc2nc3ccccc3o2)c1OC | 0.7 | -0.3 | -7 | 7
O=S1(=O)c2cccc3cccc(c23)N1CCOc1ccccc1 | -0.9 | 0.7 | -3 | -8
O=C(/C=C/c1cccs1)NC(=S)NNC(=O)c1ccccc1 | -0.2 | -0.1 | -7 | 18
COc1ccccc1OCc1nc(-c2ccccc2)no1 | -0.4 | 0.3 | -19 | 3
CC(OC(=O)c1cc(=O)c2ccccc2o1)C(=O)NC(=O)NC1CCCCC1 (configuration not stated) | -0.3 | 0.0 | -6 | 1
CC(C)(C)C1CCc2oc3ccc(NS(=O)(=O)c4cccc([N+](=O)[O-])c4)cc3c2C1 (configuration not stated) | -1.1 | 0.1 | 15 | 21
COc1ccc(N2C(=O)C3C4C=CC(C4=C4CCCC4)C3C2=O)cc1 (configuration not stated) | -1.3 | 0.2 | 6 | 7
Cc1ccc(COc2cc3oc(=O)c4c(c3cc2Cl)CCCC4)cc1 | -1.0 | -0.2 | -5 | 0
N#Cc1ccccc1CSc1nnc(Nc2ccccc2F)s1 | -1.9 | 0.7 | -51 | 11
O=C(c1ccc(F)cc1)N1CCC2(CC1)OCc1cc(Cl)ccc1O2 | -0.3 | -0.3 | 8 | -8
CCOC(=O)c1c(NC(=O)/C=C/c2ccc3c(c2)OCO3)sc(C(N)=O)c1C | 0.3 | 0.0 | 4 | 5
Cc1cc2c(=O)n(CC(=O)NCC(=O)N3CCCC3)cnc2s1 | 1.7 | 0.0 | 2 | 0
Cc1nn(-c2ccccc2)c2c1C(c1ccc(OC(F)F)cc1)C(C#N)=C(N)O2 (configuration not stated) | -0.5 | -1.0 | 8 | 1
Nc1cc(S(=O)(=O)Nc2ccc(Cl)cc2)ccc1Cl | 0.0 | -0.3 | -1 | -4
O=C(N/C(=C\c1ccccc1F)C(=O)N1CC2CC(C1)c1cccc(=O)n1C2)c1ccccc1 (configuration not stated) | 0.6 | -0.1 | -1 | 0
O=C(NCc1cccnc1)C(Cc1ccccc1)NS(=O)(=O)c1ccc(F)cc1 (configuration not stated) | 0.0 | -0.1 | -7 | 1
COc1ccccc1CN1CCC(N2CCN(C)CC2)CC1 | 0.4 | -0.1 | 10 | 46
COC(=O)c1ccc2c(c1)C1CC(C)(O2)N(c2ccc(C)cc2)C(=O)N1 (configuration not stated) | 1.0 | 0.0 | 6 | 12
Cc1cccc(N2C(=O)c3cccc4c([N+](=O)[O-])ccc(c34)C2=O)c1 | 0.4 | 0.0 | 7 | 12
CCOc1ccc(/C=C/C(=O)Nc2ccccc2F)cc1 | -9.3 | 0.2 | 91* | -2
CCNC(=O)/C(C#N)=C/c1c(Oc2ccc(F)cc2)nc2c(C)cccn2c1=O | -1.4 | 0.1 | 6 | 7
COc1ccc(C2=Nc3ccccc3N=C(c3ccc(C)cc3O)C2)cc1 | 1.3 | 0.0 | -16 | -4
Cc1cccc(-n2ncc3c(N(C)C4CCCCC4)ncnc32)c1 | 1.4 | 0.1 | 97* | -17
NS(=O)(=O)c1ccc(NC(=O)CCC(=O)Nc2ccc(S(N)(=O)=O)cc2)cc1 | -0.4 | 0.1 | 5 | 10
COc1cccc(C(=O)NC2CCN(CC(=O)Nc3ccccc3Cl)CC2)c1 | -0.1 | -0.1 | 7 | 8
CCOC(=O)N1CCN(C(c2ccccn2)c2c(O)cc(C)n(CC)c2=O)CC1 (configuration not stated) | 1.0 | 0.0 | -7 | -15
Cc1ccc(-c2nnc3ccc(SCC(=O)N4CCCC4)nn23)cc1 | -0.5 | 0.3 | 13 | 16
COc1ccc2nc(SCC(=O)Nc3ccccc3F)n(S(=O)(=O)c3ccc(C)cc3)c2c1 | -0.9 | 0.5 | 6 | 17

Next section.
canonical_smiles | GPR151 ag | FBW7 activator | TEAD-YAP block | MITF primary
CCOc1cc(/C=C2/C(=N)N3OC(C)=CC3=NC2=O)ccc1OCC(C)C | -1.5 | 0.0 | 0 | -5
COc1ccc(-c2cc3nc(C)c(CCC(=O)Nc4ccccn4)c(C)n3n2)c(OC)c1 | 0.5 | 0.0 | 7 | -11
Cc1cc(C(F)(F)F)c2c(N)c(C(=O)NC3CC3)sc2n1 | 0.5 | 0.1 | 14 | -2
NC(=O)c1c(NC(=O)c2ccccc2)sc2c1CCCC2 | 0.3 | -0.1 | -55 | -2
CCOc1ccccc1C1C(C(=O)Nc2ccccc2C)=C(C)NC2=C1C(=O)CC(C)(C)C2 (configuration not stated) | 0.3 | 1.3 | -8 | 9
O=C(CCc1nnc(-c2ccccc2)o1)NCc1ccsc1 | -1.2 | 0.5 | -43 | -1
CCCCOc1ccc(S(=O)(=O)NC2CCCCC2)cc1 | -1.3 | -0.1 | 0 | -21
CCS(=O)(=O)N1CCN(Cc2ccccc2[N+](=O)[O-])CC1 | 0.2 | 0.0 | 2 | -1
O=C(NC(=S)Nc1ccccn1)c1ccccc1 | -6.4 | 0.1 | -1 | 12
Cc1nn(C)c(C)c1CCC(=O)NCC1CC(Cc2ccc(F)cc2)=NO1 (configuration not stated) | 0.4 | -0.1 | 5 | -24
CC1CCCN(c2nc3c(c(=O)[nH]2)CN(Cc2cccc4cccnc24)CC3)C1 (configuration not stated) | 1.3 | -0.2 | 10 | -9
Cc1cc(N2CCN(c3ncccn3)CC2)nc2ccc(NC(=O)Cc3ccccc3Br)cc12 | -0.3 | 0.2 | -3 | 26
C/C(=N\N=c1/scc(C)n1Cc1ccco1)c1ccc(F)cc1 | 2.3 | 0.0 | -2 | 12
Nc1nonc1-c1nc2ccccc2n1CC(=O)O | -1.8 | 0.4 | -14 | -13
O=C(Cc1ccccc1)N(CCCN1CCOCC1)c1nc2ccc(F)cc2s1 | -1.0 | -0.2 | -70 | -9
Cc1cc(N2CCCCC2)nc2ccc(NC(=O)c3cccs3)cc12 | 2.0 | -0.1 | -30 | 6
COc1cc(/C=N/Nc2n[nH]c(=O)[nH]c2=O)ccc1O | -0.2 | -0.2 | 15 | -20
COc1ccc(N2C(=O)NC(=O)/C(=C/c3cccn3-c3cccc([N+](=O)[O-])c3)C2=O)cc1 | 4.9* | -0.1 | 0 | 15
COCCOC(=O)C1=C(C)NC2=C(C(=O)CCC2)C1c1ccc(SC)cc1 (configuration not stated) | 0.6&2.2 | 0.0&-0.1 | 11&19 | 0&7
CC1CCN(Cc2nnnn2CC(=O)NCCCOc2cccnc2)CC1 | -0.6 | 0.0 | 4 | 10
Cc1c(Cl)cccc1NS(=O)(=O)c1cccc2nsnc12 | 0.1 | 0.0 | -9 | -2
CC(=N\NC(=O)c1ccco1)/C(C)=N/NC(=O)c1ccco1 | -0.9 | 0.0 | -50 | 2
NC(=O)c1ccc(NC(=O)COC(=O)C2c3ccccc3Oc3ccccc32)cc1 | 1.5 | 0.1 | 9 | 4
CC(=O)Nc1ccccc1NC(=O)c1c(Cl)cccc1Cl | 0.6 | -0.2 | 0 | 0
CC1CCCN(S(=O)(=O)c2ccc3nc(-c4ccccc4)[nH]c3c2)C1 (configuration not stated) | -0.6 | 0.0 | -7 | -2
O=C(CN1C(=O)NC2(CCCCCCC2)C1=O)Nc1cccc(Br)c1 | -0.3 | 0.1 | -3 | 7
COc1ccc(CCN(C)c2nc(N)c(C#N)c(CC#N)c2C#N)cc1OC | -0.5 | 0.1 | -17 | 4
Cc1cc(=O)oc2cc(OC(=O)C(Cc3ccccc3)N3C(=O)c4ccccc4C3=O)ccc12 (configuration not stated) | -0.6 | -0.1 | 4 | 5
CN(C(=O)C1CCN(S(C)(=O)=O)CC1)c1ccccc1 | -0.6 | -0.1 | -4 | -103
CC1(C)c2ssc(=S)c2-c2ccccc2N1C(=O)CN1C(=O)c2ccccc2C1=O | 0.7 | 0.0 | -1 | 1
O=S(=O)(c1ccc2ccccc2c1)N1CCN(c2nnnn2-c2ccccc2)CC1 | -0.8 | -0.1 | -1 | 9
O=S(=O)(c1c(Cl)cccc1Cl)N1CCN(c2ccccc2)CC1 | 0.8 | 0.0 | 10 | 7
CC1CCCCC1NC(=O)CN1CCC(NC(=O)c2cccc(F)c2)CC1 (configuration not stated) | 0.1 | 0.1 | -3 | 8
CN1C(=O)c2ccccc2C(C(=O)Nc2ccc(F)cc2)C1c1cccs1 (configuration not stated) | -0.3 | 0.1 | -5 | -18
COc1ccc(-c2nc3ccc(C(N)=O)cc3s2)cn1 | -8.0 | -0.1 | -36 | 15
CC(=O)N1C(=O)/C(=C2\SC(=Nc3ccc(Br)cc3)NC2=O)c2ccccc21 | 0.1 | 0.0 | -1 | 1
O=C(Nn1c(-c2ccccc2F)nc2ccccc2c1=O)c1cc2cc(Br)ccc2oc1=O | 1.7 | -0.1 | -7 | 1
O=C(O)C(C(=O)O)C12CC3CC(CC(C3)C1)C2 | -0.8 | 0.3 | 2 | 13
CCOC(=O)c1ccc2c(c1)C(=O)N(c1ccc(Oc3ccccc3)cc1)C2=O | -2.2 | 0.1 | -7 | -8
CCOc1ccc2[nH]c(=O)c(CN(CCO)C(=O)c3ccccc3)cc2c1 | 0.0 | 0.2 | -7 | -4
Cc1ccc(S(=O)(=O)Nc2ccc(C(=O)NC3CC4CCC3C4)cc2)cc1 (configuration not stated) | 1.0 | -0.1 | -17 | -9
O=S(=O)(Nc1ccc2oc(-c3ccccc3)cc2c1)c1ccccc1 | -2.1 | 1.0 | -43 | 12

Among those listed so far, these have a Cl atom.
canonical_smiles | GPR151 ag | FBW7 activator | TEAD-YAP block | MITF primary
Cc1ccc(N2C(=O)SC(Nc3ccc(Cl)cc3)C2=O)cc1 (configuration not stated) | 1.7 | 0.0 | -3 | 6
CCC(C)C(=O)Nc1ccc(Cl)cc1 (configuration not stated) | -1.6 | 1.6 | 6 | 5
CC[C@H](C)[C@@H]1NC(=O)[C@@H]2C[C@H](NCc3ccc(Cl)s3)CN2C1=O | 0.6 | 0.2 | 4 | -22
Cc1oc(-c2ccc(Cl)cc2)nc1CS(=O)CC(=O)NCCN1CCCCCC1 (configuration not stated) | 2.4 | 0.0 | -6 | -9
Cc1ccc(COc2cc3oc(=O)c4c(c3cc2Cl)CCCC4)cc1 | -1.0 | -0.2 | -5 | 0
O=C(c1ccc(F)cc1)N1CCC2(CC1)OCc1cc(Cl)ccc1O2 | -0.3 | -0.3 | 8 | -8
Nc1cc(S(=O)(=O)Nc2ccc(Cl)cc2)ccc1Cl | 0.0 | -0.3 | -1 | -4
COc1cccc(C(=O)NC2CCN(CC(=O)Nc3ccccc3Cl)CC2)c1 | -0.1 | -0.1 | 7 | 8
Cc1c(Cl)cccc1NS(=O)(=O)c1cccc2nsnc12 | 0.1 | 0.0 | -9 | -2
CC(=O)Nc1ccccc1NC(=O)c1c(Cl)cccc1Cl | 0.6 | -0.2 | 0 | 0
O=S(=O)(c1c(Cl)cccc1Cl)N1CCN(c2ccccc2)CC1 | 0.8 | 0.0 | 10 | 7
